# NOD2-RIPK2 inh = NOD2-RIPK2 binding disruptors in cells, primary screen, fluorescence, CHO cells, BLA complementation. CCF4 ratio. inhibition, % at 4.98 µM. Receptor-interacting serine/threonine-protein kinase 2 (Homo sapiens), O43353. 0.38% of 360,000 active. AID 624267, 2012; in the data active = inhibition above about 21%;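 note: 0% = vehicle only and 100% = reference blocker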
# m5-HT2A agonist = mouse Htr2a agonists via beta-arrestin recruitment, primary screen, cell-based, luminescence; 5-hydroxytryptamine receptor 2A (Mus musculus), P35363; CHO-K1 mHTR2A beta-arrestin complementation; percent of 30 µM serotonin response; activation, % at 7.6 µM; 0.66% of 360,000 active; AID 624169, 2012;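 active = activation above a run cutoff, the mean activation of all tested compounds plus 3 SD, cut at about 14% in these data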;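 note: 0% = plate median of compound wells and 100% = 30 µM serotonin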
# MC4R antag cAMP = MC4R antagonists of cAMP signaling, primary screen, cell-based, TR-FRET, antagonist arm of biased-ligand search; MC4R-expressing cells, MTII-stimulated cAMP, LANCE TR-FRET; AID 540295, 2011; Melanocortin receptor 4 (Homo sapiens), P32245; 0.48% of 360,000 active; inhibition, % at 6.5 µM;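 active = inhibition above its plate's cutoff, the mean of tested wells on that plate plus 3 SD, cut at about 29% in these data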;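 note: 0% = Melanotan II alone and 100% = Melanotan II plus saturating MCL0020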
#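 system = U2OS cells with stable human MC4R expression | also added = Melanotan II challenge after compound preincubation | dosing = one concentration, 6.5 µM nominal | incubation = compound 30 min, challenge 1 h, detection 1 h | measured by = TR-FRET with Eu-cAMP and labeled anti-cAMP, 671 nm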
# TLR9-MyD88 inh = inhibitors of TLR9-MyD88 association in cells, primary screen, cell-based, CHO, BLA complementation, fluorescence | CCF4 FRET ratio | Toll-like receptor 9 (Homo sapiens) + Myeloid differentiation primary response protein … | inhibition, % at 4.98 µM | 0.21% of 340,000 active | AID 504734, 2011;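 active = inhibition above the mean over all tested compounds plus 3 SD, cut at about 21% in these data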;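 note: 0% = DMSO only wells and 100% = clavulanate BLA inhibitor control wells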
# Glyco luc inh = increase of ERlucT glycosylation luciferase signal, primary screen, N-linked glycosylation inhibitor project, D54 ERlucT cells, luminescence, set 2 | 0.23% of 360,000 active | D54 ERlucT glycosylation luciferase reporter, 24 h; percent of 100 nM tunicamycin response | reporter increase, % at 12.5 µM;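 active = mean luciferase reporter signal, scaled so untreated is 0 and the glycosylation-blocking control 100, at or above a set limit in every replicate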;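 note: luciferase carries N-glycosylation sites so blocking glycosylation raises the light; 0% = median of neutral control wells and 100% = median of 100 nM tunicamycin wells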
# ABHD5 PLIN5 PPI = ABHD5-PLIN5 interaction inhibitors, primary screen, cell lysate, split luciferase complementation, luminescence; Perilipin-5 (Homo sapiens) + 1-acylglycerol-3-phosphate O-acyltransferase ABHD5 (Homo …; Split G. princeps luciferase complementation, 4 h; inhibition, % at 4 µM; 0.78% of 360,000 active; AID 602281, 2012;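 active = inhibition above the mean inhibition across every tested compound plus 3 SD, cut at about 22% in these data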;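 note: 0% = DMSO only wells and the 100% control is not disclosed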
# Target sequence (Q00G26 whole entry, looked up): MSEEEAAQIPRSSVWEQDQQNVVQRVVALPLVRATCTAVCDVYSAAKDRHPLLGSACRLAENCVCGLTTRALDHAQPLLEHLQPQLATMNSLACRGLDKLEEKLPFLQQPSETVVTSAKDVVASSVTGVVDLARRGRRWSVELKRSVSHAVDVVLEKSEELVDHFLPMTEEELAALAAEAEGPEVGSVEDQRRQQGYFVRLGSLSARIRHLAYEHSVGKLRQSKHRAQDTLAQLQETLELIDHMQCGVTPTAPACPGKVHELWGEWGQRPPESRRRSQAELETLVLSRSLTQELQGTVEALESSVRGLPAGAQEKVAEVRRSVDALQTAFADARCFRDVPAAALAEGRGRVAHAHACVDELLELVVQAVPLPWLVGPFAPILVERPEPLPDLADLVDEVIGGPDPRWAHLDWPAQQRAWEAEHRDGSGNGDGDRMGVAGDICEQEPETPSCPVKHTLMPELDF
# Target sequence (Q8WTS1 whole entry, looked up): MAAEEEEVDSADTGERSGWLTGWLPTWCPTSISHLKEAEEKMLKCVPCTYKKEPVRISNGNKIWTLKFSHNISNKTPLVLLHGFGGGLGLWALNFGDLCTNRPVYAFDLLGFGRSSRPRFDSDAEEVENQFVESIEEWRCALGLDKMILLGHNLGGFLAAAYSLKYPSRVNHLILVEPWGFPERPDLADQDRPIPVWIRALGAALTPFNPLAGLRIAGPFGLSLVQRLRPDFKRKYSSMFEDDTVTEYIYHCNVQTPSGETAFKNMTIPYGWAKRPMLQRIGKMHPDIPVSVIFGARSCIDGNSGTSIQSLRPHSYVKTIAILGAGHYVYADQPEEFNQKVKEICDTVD
# Cardio protect = cardioprotection against H2O2-induced cell death, primary screen, uHTS, H9c2 cells, ATPLite luminescence; AID 588492, 2011; H9c2 cardiomyocytes, H2O2 injury protection, 2 h; protection from H2O2 cell death, % at 20 µM; 0.63% of 360,000 active;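 active = compounds giving at least 50% protection of heart cells from peroxide-induced death in the single-dose screen, raw or plate-pattern-corrected value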;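 note: 0% = DMSO wells with peroxide and 100% = DMSO wells without peroxide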
# ABCB6 inh MLPCN = ABCB6 transporter inhibitors, primary screen, K562-ABCB6 cells, flow cytometry, MLPCN library; ATP-binding cassette sub-family B member 6 (Homo sapiens), Q9NP58; K562-ABCB6 porphyrin accumulation, 1 h; hits give low values; fluorescence ratio to DMSO, % at 10 µM; 0.19% of 360,000 active; AID 602162, 2011;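 active = fluorescence ratio to DMSO below 75%, the collection mean minus 3 SD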;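 note: signal is porphyrin accumulated inside mitochondria; 100% equals median channel fluorescence of DMSO control wells; lower ratio means ABCB6 inhibition with less porphyrin fluorescence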
# MC4R ag barr = MC4R agonists recruiting beta-arrestin, primary screen, cell-based, luminescence, agonist arm of biased-ligand search | U2OS MC4R beta-arrestin complementation; percent of melanotan II response, DMSO zero | 0.98% of 360,000 active | Melanocortin receptor 4 (Homo sapiens), P32245 | activation, % at 8.9 µM;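 active = activation above a per-plate cutoff, the mean activation of sample wells on that plate plus 3 SD, cut at about 8% in these data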
# NCOA2 inhibitor = inhibition of GAL4-SRC2 driven luciferase reporter, primary screen, SRC2 inhibitor project, cell-based, luminescence; Nuclear receptor coactivator 2 (Homo sapiens), Q15596; HEK293 GAL4-SRC2 luciferase reporter; inhibition, % at 9 µM; 0.17% of 370,000 active; AID 651957, 2012;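 active = inhibition above the mean inhibition of all tested compounds plus 3 SD, set per campaign, cut at about 52% in these data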;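 note: 0% = DMSO treated cells and 100% = cells given Gossypol at 36 µM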
# An asterisk follows results filed as active; · = not tested or not shown. These rows are one share of the data, so the mix of outcomes need not match the whole.
SMILES,NOD2-RIPK2 inh,m5-HT2A agonist,MC4R antag cAMP,TLR9-MyD88 inh,Glyco luc inh,ABHD5 PLIN5 PPI,Cardio protect,ABCB6 inh MLPCN,MC4R ag barr,NCOA2 inhibitor
CCc1ccc(C(=O)NNc2ccccc2F)cc1,3,1,10,-2,0,3,-2,100,0.9,7
Cn1nnnc1SCc1cc(=O)[nH]c2ccccc12,-3,1,-12,2,-1,-2,0,91,-0.9,2
COc1ccc(CCN(C(=O)C(F)(F)F)C(C(=O)NC2CCCCC2)c2ccc(C)s2)cc1 (configuration not stated),4,1,-1,-6,-8,1,-6,91,1.5,8
CCOC(=O)c1oc2ccccc2c1CN1CCN(C(=O)c2ccccc2)CC1,7,-8,6,-6,-1,-4,11,98,2.8,-15
COC(=O)[C@@H]1C[C@@]2(O)[C@@H](O)[C@@H](O)[C@@H](O)C[C@H]2N1Cc1ccc(Cl)cc1,10,-5,3,0,2,-7,-5,103,-0.5,14
Clc1ccc(-n2ncc3c(NCc4cccnc4)ncnc32)cc1Cl,-1,-10,2,-5,-7,0,-21,98,-3.8,-18
COc1ccccc1C(=O)NNC(=O)c1cccc(Br)c1,-2,-4,-4,-8,-3,-6,-1,96,-0.9,-23
Cc1cccc(NC(=O)C2(c3ccccc3)CC2(Cl)Cl)c1 (configuration not stated),-1,-5,17,6,-2,-1,-5,95,1.7,-1
CCCCc1ccc(NC(=S)NCC2CCCO2)cc1 (configuration not stated),-8,-4,17,4,0,-12,-4,100,-2.0,-5
O=c1c2ccccc2oc2c1oc1ccccc12,5,-3,-3,-5,0,-8,-2,99,-1.2,-65
Cc1cccc(NC(=O)CSC(N)=O)c1C,5,8,2,5,2,-21,0,106,-1.0,-18
COC(=O)N(NC(=O)C(O)(CCC(C)C)CCC(C)C)c1ccccc1,1,2,6,7,2,-8,2,103,-1.0,-10
CC1CCN(S(=O)(=O)c2ccc3ccccc3c2)CC1,11,-7,9,-2,-6,-5,-17,97,-0.2,21
CN1OC[C@@H]2CN(C(=S)NCCc3ccccc3)[C@H](c3ccccc3Br)C[C@@H]21,15,-6,·,·,-5,-6,4,99,·,6
CCCN(CCC)CC(=O)N1CC(=O)Nc2ccccc21,4,0,18,0,0,6,16,98,-0.9,14
CCc1cccc(C)c1NC(=O)C1CCCO1 (configuration not stated),-26,-2,1,6,1,-3,-10,96,0.1,-13
O=C(NCc1ccccn1)C1CCN(Cc2cccc(OCc3ccccc3)c2)CC1,3,7,11,6,-4,1,3,102,-2.3,11
CCN(CC(=O)Nc1ccccc1OC)C(=O)CN1C(=O)NC(C)(c2ccc(C)cc2)C1=O (configuration not stated),3,2,1,4,2,7,-3,96,-0.2,-16
OC(CN1CCN(Cc2ccccc2)CC1)c1ccc(Br)cc1 (configuration not stated),-11,-9,3,-4,-2,6,-7,92,2.8,2
Cc1onc(-c2ccccc2)c1C(=O)N1CCOCC1,-9,2,-3,0,1,-2,3,106,-0.4,4
CN1CCN(c2ccc(S(=O)(=O)N3CCCCC3)cc2NC(=O)COc2cccc(Cl)c2)CC1,11,-10,4,-10,-3,3,5,99,3.3,6
COC(=O)c1ccc(/C=N/NC(=O)C2CC(=O)N(c3ccc(F)cc3)C2)cc1 (configuration not stated),-1,1,-1,-2,0,-3,0,110,-0.9,7
CCOc1ccc(C2NCCc3cc(OC)c(OC)cc32)cc1OC (configuration not stated),-2,-9,3,2,1,-3,-2,95,-0.4,-17
O=C(CCn1ccc2cc(S(=O)(=O)N3CCCC3)ccc21)NCc1ccccc1F,-8,7,1,11,0,-3,2,91,-2.4,-8
COc1cccc(CNS(=O)(=O)/C=C/c2ccc(OC)c(OC)c2)c1,-2,7,34*,8,2,-7,-3,98,-2.9,-20

# (cont.)
SMILES,NOD2-RIPK2 inh,m5-HT2A agonist,MC4R antag cAMP,TLR9-MyD88 inh,Glyco luc inh,ABHD5 PLIN5 PPI,Cardio protect,ABCB6 inh MLPCN,MC4R ag barr,NCOA2 inhibitor
O=C(CCc1nc(-c2ccccc2)no1)NCc1cccnc1,2,0,2,-8,2,-10,0,97,-0.6,9
CC(C)NC(=O)/C=C/C(=O)O,0,3,15,1,2,8,-9,103,-2.3,-11
Cn1c(CNC(=O)c2ccccc2F)nnc1SCC(=O)Nc1nnc(C2CC2)s1,-11,-3,0,-3,0,-7,10,94,-0.6,11
COc1ccc(N2C(=O)C3CCCN3C2c2ccccc2OC)cc1 (configuration not stated),-1,1,6,-4,2,-2,8,106,0.8,-4
CCOC(=O)Nc1ccc2c(c1)N(C(=O)N(C)C)c1ccccc1CC2,3,1,5,-9,-3,5,-3,92,-2.4,-23
Cn1ccsc1=NC(=O)c1cccc(OC(F)F)c1,-5,3,9,-6,-1,-9,-3,98,1.8,-66
CCOC(=O)C1=C(C)c2ccccc2OC1(C(=O)OCC)C(C)C (configuration not stated),6,4,2,3,1,7,-11,97,0.1,-1
COc1ccc(CNC(=O)c2ccc(NC(=O)C3=CSCCO3)cc2)cc1,6,3,-6,-2,0,5,2,92,-1.1,-38
CCCN(CCC)CCCn1c(=O)[nH]c2ccccc21,9,4,8,17,-4,9,4,97,-3.5,-6
CCOCCCNCc1cn(-c2ccc(F)cc2F)nc1-c1ccccc1C,-2,-4,8,-1,-2,6,-11,96,2.0,-8
CCN1CCCC1CNC(=S)Nc1ccc(C(C)=O)cc1 (configuration not stated),7,-2,5,5,1,1,3,101,-1.9,8
O=C1NCCN(CC2CCN(CCc3ccccc3)CC2)C1=O,-12,-10,3,-19,0,0,10,102,-2.4,8
Cc1ccc(OCc2n[nH]c(=S)n2-c2ccccc2)cc1,0,-6,6,-4,3,-4,-7,94,-1.5,13
CC(C)(C)c1ccc(-c2noc(C(=O)NN)n2)cc1,-11,-1,8,-1,0,6,2,99,-1.1,3
C[C@@H]1CN([C@H](C)CO)C(=O)CCCn2nncc2CO[C@H]1CN(C)Cc1ccc(O)cc1,1,7,0,7,1,9,7,100,-1.2,-9
COc1cccc(NC(=O)C(c2ccccc2)N2CCN(CC(=O)N3CCOCC3)CC2)c1 (configuration not stated),7,-4,-4,-16,1,2,0,95,-0.1,-11
CCn1nc(C(=O)Nc2ccccc2N2CCCC2)c2ccccc2c1=O,7,-1,14,4,-4,-13,15,96,-1.6,-28
O=C(N1CCOCC1)N1CCN(S(=O)(=O)N2CCCCC2)CC1,-11,-2,-1,-13,2,1,-7,101,-1.4,-25
CC(C)(C#CC(O)(c1ccccc1)c1ccccc1)N1CCCCC1,6,-5,5,3,0,7,1,99,0.2,-1
O=C(NCC1CCCO1)c1ccc(NC(=O)c2cccc(Cl)c2)cc1 (configuration not stated),12,3,8,0,-2,4,-2,102,1.6,-3
Cc1ccc(C)c(OCC(=O)NNC(=O)CSC(=S)N2CCCC2)c1,0,5,13,1,1,5,2,100,-0.8,3
O=C(CN1C(=O)NC2(CCCC2)C1=O)OCCOc1ccc(Br)cc1,-3,7,14,-7,3,6,1,94,0.5,4
O=C(COC(=O)c1ccc(F)cc1F)NCCNC(=O)COC(=O)c1ccc(F)cc1F,-9,7,-1,-2,7,2,-2,94,-3.6,5
CN(C)CCOc1ncnc2c1oc1ccccc12,6,0,7,-1,4,-3,-2,99,-0.2,-9
O=C(NC1CCCC1)c1ncn[nH]1,-10,7,-2,-9,3,0,-1,99,0.7,-21

# Reprinted at random: 2 entries already listed
SMILES,NOD2-RIPK2 inh,m5-HT2A agonist,MC4R antag cAMP,TLR9-MyD88 inh,Glyco luc inh,ABHD5 PLIN5 PPI,Cardio protect,ABCB6 inh MLPCN,MC4R ag barr,NCOA2 inhibitor
CCCN(CCC)CCCn1c(=O)[nH]c2ccccc21,9,4,8,17,-4,9,4,97,-3.5,-6
Cc1cccc(NC(=O)C2(c3ccccc3)CC2(Cl)Cl)c1 (configuration not stated),-1,-5,17,6,-2,-1,-5,95,1.7,-1

# Continuation.
SMILES,NOD2-RIPK2 inh,m5-HT2A agonist,MC4R antag cAMP,TLR9-MyD88 inh,Glyco luc inh,ABHD5 PLIN5 PPI,Cardio protect,ABCB6 inh MLPCN,MC4R ag barr,NCOA2 inhibitor
O=C(O)c1cc([N+](=O)[O-])ccc1NCCCc1ccccc1,-8,1,4,6,0,6,-4,100,-1.4,16
O=C(Cc1ccccc1Cl)Nc1cccnc1,3,-1,18,-6,-1,3,5,102,-0.6,-4
O=S(=O)(Cc1ccccc1Cl)CC(O)COc1ccccc1Cl (configuration not stated),-7,-6,5,6,-3,2,0,92,-2.2,-1
Cc1cccc(SC2CCN(Cc3nc(CC4CC4)no3)CC2)c1,6,-7,24,4,1,4,-6,98,-0.3,-28
COc1ccc(OCCOC(=O)CN2C(=O)NC3(CCCC3)C2=O)cc1,-16,-4,-6,4,1,5,-2,100,-1.8,0
Cc1ccccc1-n1nc(-c2ccc(N)cc2)cc1N,-6,-5,4,-7,-1,-20,2,99,-0.9,-7
CCOC(=O)c1c[nH]c2c([N+](=O)[O-])cc(OC)cc2c1=O,-4,-2,8,-3,0,-7,18,98,6.4,-22
O=[N+]([O-])c1ccc(Nc2ccccc2F)nc1,2,-1,7,13,0,-4,-10,99,-1.0,-13
CC(=O)Nc1ccc(S(=O)(=O)Nc2nc3ccccc3nc2Nc2ccc(C(=O)O)c(O)c2)cc1,-4,-4,-2,13,3,-2,1,92,-0.2,-3
CN1CCN(CC(=O)Nc2cccc([N+](=O)[O-])c2)CC1,-3,0,-1,7,3,1,1,97,-2.3,12
COc1cccc(CN2CCN(C3CCOCC3)CC2CCO)c1 (configuration not stated),-19,-3,5,9,2,1,-10,95,0.4,21
Cc1cc(C(=O)CC#N)c(C)n1CC(F)(F)F,-7,0,6,2,4,-6,1,196,-1.4,-2
COc1ncnc2c1ncn2CCCNCCN1CCOCC1,-5,2,9,-2,5,0,1,98,-0.5,2
CC1CN(C(=O)C(C)N2CCN(c3ccccc3Cl)CC2)CC(C)O1 (configuration not stated),-2,-2,3,-5,1,-3,-4,102,-1.6,0
COc1cc(OC)cc(C(=O)NCC(=O)Nc2ccc(OC)c(Cl)c2)c1,2,-9,12,-12,5,-1,0,103,1.6,-6
CC(C)C[C@@H](CO)N1CCN(C)CCC1=O,-5,-4,0,-8,0,-2,4,87,-0.7,-18
Nc1nnnn1/N=C/c1ccccc1OCc1ccccc1,6,-8,-2,-4,0,-8,-6,95,-0.3,-37
